# Screens deposited in PubChem by several laboratories.
# PvdQ inh: P. aeruginosa PvdQ acylase inhibitors, primary screen, biochemical, fluorescence, plate reader and imaging, single point; purified PvdQ acylase; PvdQ acylase [Pseudomonas aeruginosa LESB58]; 340,000 tested, 0.063% active; AID 488965, 2010; inhibition, % at 10 µM; in the data active means inhibition above about 30%, passing the limit was not always enough;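 further: 0% = vehicle neutral wells and 100% = reference inhibitor wells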
# PfHsp90 yeast 2: growth inhibition of PfHsp90-expressing yeast, primary screen, antimalarial PfHsp90 inhibitor project, S. cerevisiae, BacTiter-Glo luminescence, single point, set 2 | BacTiter-Glo ATP, 48 h; yeast lacking PDR1 and PDR3 efflux regulators | inhibition, % at 9.4 µM | 310,000 tested, 0.32% active;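 active means every replicate shows inhibition above about 80%, whatever the replicate mean, limit read from the data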;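 further: 0% = DMSO neutral controls and 100% = 20 µM radicicol positive controls; yeast relying on Plasmodium falciparum Hsp90 in place of its own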
# NSD2 HMT inh: NSD2 histone methyltransferase inhibitors, primary screen, biochemical, AlphaScreen, single concentration, set 2; inhibition, % at 12.5 µM; Histone-lysine N-methyltransferase NSD2 (Homo sapiens), O96028; AID 743445, 2014; NSD2 peptide methylation, 120 min; 310,000 tested, 0.54% active; in the data active means inhibition above about 50%
# Target sequence (O96028 whole entry, looked up): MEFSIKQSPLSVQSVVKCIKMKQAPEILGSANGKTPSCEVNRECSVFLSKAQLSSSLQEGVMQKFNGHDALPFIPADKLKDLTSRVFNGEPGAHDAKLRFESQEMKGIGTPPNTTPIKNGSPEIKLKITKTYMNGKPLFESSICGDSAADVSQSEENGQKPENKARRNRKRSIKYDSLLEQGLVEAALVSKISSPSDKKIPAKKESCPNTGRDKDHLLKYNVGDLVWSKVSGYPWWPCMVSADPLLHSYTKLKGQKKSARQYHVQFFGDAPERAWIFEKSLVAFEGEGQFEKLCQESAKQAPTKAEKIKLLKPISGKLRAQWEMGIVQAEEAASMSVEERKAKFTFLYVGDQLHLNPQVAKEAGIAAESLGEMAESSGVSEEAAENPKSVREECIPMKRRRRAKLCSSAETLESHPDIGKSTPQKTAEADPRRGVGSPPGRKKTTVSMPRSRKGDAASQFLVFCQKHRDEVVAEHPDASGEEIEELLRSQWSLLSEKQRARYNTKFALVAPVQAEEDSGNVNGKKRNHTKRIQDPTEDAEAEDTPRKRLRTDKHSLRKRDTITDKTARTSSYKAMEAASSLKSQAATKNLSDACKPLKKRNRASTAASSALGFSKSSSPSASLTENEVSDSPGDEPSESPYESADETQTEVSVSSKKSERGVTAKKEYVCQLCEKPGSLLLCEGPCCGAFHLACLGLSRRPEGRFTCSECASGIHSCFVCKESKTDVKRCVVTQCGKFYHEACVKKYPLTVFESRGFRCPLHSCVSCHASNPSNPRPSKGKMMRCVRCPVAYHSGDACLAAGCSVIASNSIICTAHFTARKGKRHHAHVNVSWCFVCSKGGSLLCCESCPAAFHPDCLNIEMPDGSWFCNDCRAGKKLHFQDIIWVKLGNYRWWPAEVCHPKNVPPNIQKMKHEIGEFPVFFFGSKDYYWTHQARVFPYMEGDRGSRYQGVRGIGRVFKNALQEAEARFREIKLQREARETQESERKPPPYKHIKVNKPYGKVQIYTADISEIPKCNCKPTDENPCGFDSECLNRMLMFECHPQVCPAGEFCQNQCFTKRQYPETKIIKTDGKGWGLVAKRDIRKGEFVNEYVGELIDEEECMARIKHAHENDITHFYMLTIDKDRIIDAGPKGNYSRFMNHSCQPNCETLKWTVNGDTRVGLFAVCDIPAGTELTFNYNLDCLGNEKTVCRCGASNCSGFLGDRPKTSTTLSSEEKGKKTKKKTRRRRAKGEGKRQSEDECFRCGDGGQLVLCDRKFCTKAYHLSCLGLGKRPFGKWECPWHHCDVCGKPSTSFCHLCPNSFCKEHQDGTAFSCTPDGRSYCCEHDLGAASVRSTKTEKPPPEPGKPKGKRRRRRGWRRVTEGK
# SUMO Mot1 rescue: yeast Mot1-301 growth rescue at high temperature, primary screen, SUMOylation pathway inhibitor project, S. cerevisiae, ATP luminescence, 38.5C; S. cerevisiae Mot1-301 growth rescue; percent above DMSO median, 100 means doubled; growth rescue, % at 18.8 µM; 320,000 tested, 1% active;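 active means every valid replicate shows activation above 250% relative to neutral control wells; inactive means the rest, any valid replicate at or below 250%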;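 further: OY570 slx delta 5 strain wells were the positive control but not used for scaling; some compounds called inactive have numbers as strong as hits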
# RTF Ca sens inh: cardiac RTF calcium sensitivity inhibitors, primary screen, biochemical, IANBD-TnC fluorescence, EC70 calcium; IANBD-labeled cardiac RTF, Ca2+ fluorescence; 340,000 tested, 0.12% active; inhibition, % at 7.15 µM; AID 493244, 2011; Troponin I, cardiac muscle (Homo sapiens) + Troponin T, cardiac muscle (Homo sapiens) + …;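 active means inhibition above the mean inhibition of all tested compounds plus 3 SD, cut at about 17% in these data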;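 further: assay run at fixed EC70 calcium of 1.6 mM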
# CDK5 p35 inh: inhibitors of human CDK5/p35 kinase, primary screen, biochemical, single concentration | inhibition, % at 10 µM | Cyclin-dependent kinase 5 (Homo sapiens) + Cyclin-dependent kinase 5 activator 1 (Homo … | AID 488839, 2010 | Recombinant CDK5/p35, ADP-Glo luminescence, 60 min | 330,000 tested, 0.01% active;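 active means highest replicate inhibition of at least 50% and at least 75% of replicates reaching 50%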;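 further: plate controls were DMSO neutral control for no effect and GW8510 at 10 µM for full effect; many of its hits are not listed in these tables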
# Rtt109 Vps75: inhibitors of C. albicans Rtt109/Vps75 HAT, primary screen, biochemical, ThioGlo CoA-SH fluorescence, plate reader. 330,000 tested, 0.16% active. AID 540336, 2011. purified Rtt109/Vps75, 4 h. Histone acetyltransferase RTT109 (Candida albicans (strain SC5314 / ATCC MYA-2876)), …. inhibition, % at 34.9 µM;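 active means inhibition of at least 50% in every replicate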
# LANA DNA inh: inhibitors of KSHV C-LANA binding to DNA, primary screen, biochemical, fluorescence polarization, FAM-LBS DNA, MBP-C-LANA, single point. Kaposi's sarcoma herpesvirus LANA C-terminal domain (residues 932-1162) DNA binding. inhibition, % at 9 µM. 340,000 tested, 0.078% active. AID 504423, 2011;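 active means highest replicate inhibition at or above 60% at 9 µM, even if other replicates fall short; inactive means all replicates below 60% inhibition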;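 further: 0% = neutral control wells and 100% = 4 µM acridine orange control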
# Keap1 Nrf2 FP: Keap1-Nrf2 protein-protein interaction inhibitors, primary screen, biochemical, fluorescence polarization, single point. Kelch-like ECH-associated protein 1 (Homo sapiens), Q14145. AID 504523, 2011. Keap1 Kelch-Nrf2 peptide fluorescence polarization, 1536-well. inhibition, % at 9.4 µM. 340,000 tested, 0.15% active; in the data active means inhibition above about 12%;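 further: human Keap1 Kelch domain with fluorescein labeled Nrf2 9mer peptide probe; 0% = neutral control wells and 100% = peptide positive control; higher means more block of Keap1 binding to Nrf2 peptide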
# cardiac RTF act: cardiac RTF calcium sensitivity activators, primary screen, biochemical, IANBD-TnC fluorescence, EC20 calcium; activation, % at 7.2 µM; IANBD-labeled TnC RTF fluorescence at EC20 calcium; 0% EC20 calcium, 100% full calcium; 340,000 tested, 0.24% active; Troponin I, cardiac muscle (Homo sapiens) + Troponin T, cardiac muscle (Homo sapiens) + …;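 active means activation above the mean over all tested compounds plus 3 SD, cut at about 30% in these data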;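 further: rise in fluorescence read as greater calcium sensitivity of cardiac thin filaments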
# dFosB activator: activators of delta FosB homodimer, primary screen, biochemical, fluorescence polarization, TAMRA-CDK5 oligo, single point | purified delta FosB; percent of positive-control signal above neutral wells | Protein FosB (Mus musculus), P13346 | 340,000 tested, 0.99% active | activation, % at 25 µM;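 active means mean activation above about 17%, with every replicate also reaching it, limit read from the data, passing the limit was not always enough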;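 further: fluorescence polarization rise as delta FosB binds a TAMRA Cdk5 AP-1 oligo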
# Active calls of the source: *; . = not tested or not shown.
SMILES,PvdQ inh,PfHsp90 yeast 2,NSD2 HMT inh,SUMO Mot1 rescue,RTF Ca sens inh,CDK5 p35 inh,Rtt109 Vps75,LANA DNA inh,Keap1 Nrf2 FP,cardiac RTF act,dFosB activator
COCCN(C(=O)CSc1nnc(-c2ccc(Cl)cc2)o1)c1c(N)n(CC(C)C)c(=O)[nH]c1=O,-11,-25,-1,-11,-7,-1.4,1,-3.9,-3,4,-9
C=CCn1c(SCC(=O)NC(=O)NC)nnc1C1CCCCC1,-8,16,45,9,-3,0.0,-9,3.2,4,1,-6
COc1cc(C(=O)NNC(=O)c2cccn2C)cc(OC)c1OC,-4,-1,2,-6,-2,1.1,-1,0.3,8,-1,3
O=C(CN1CCc2ccccc2C1)Nc1ccc(F)cc1F,-4,.,-2,3,-4,0.6,13,0.4,4,-4,-2
COc1ccc(CCNCC(O)COc2cccc(Br)c2)cc1 (centres undefined),-17,-31,2,-6,-9,1.5,7,-1.9,-6,3,-4
COc1ccccc1CNC(=O)CCCn1nc(C)c2c(C)n(-c3ccccc3)nc2c1=O,-15,16,1,-14,-4,1.0,-3,0.4,-1,0,-4
Cc1ccc2[nH]c(=O)c(CN(Cc3ccccc3Cl)C(=O)N3CCOCC3)cc2c1,-12,-3,-4,-4,-11,-5.4,-3,0.5,-5,2,-2
CCn1c(-c2ccccc2)ccc(C#N)c1=O,-12,17,0,5,-2,0.7,-2,-0.2,2,-3,-9
C=CCn1cc(C(=O)OC)c(=O)c2cc(S(=O)(=O)N(CC)CC)ccc21,0,-7,14,-15,3,1.4,-3,-0.1,-2,-2,1
CCC(C)[C@H]1CNCCN1CCc1cccc(F)c1 (some centres undefined),4,5,.,-7,-4,0.1,-1,2.3,-5,3,1
CCN(c1ccccc1)S(=O)(=O)c1ccc(OC)c(NC(=O)c2cc(Cl)ccn2)c1,-7,.,-4,.,-17,-0.9,2,-1.5,0,4,-2
Cc1noc(C)c1CN1C(=O)NC2(CCc3ccccc3C2)C1=O (centres undefined),-8,.,-2,9,3,-0.3,-1,-0.7,1,4,0
Cc1nn(C(C)C(=O)Nc2ccccc2Cl)c(=O)c2nn(-c3ccccc3)c(C)c12 (centres undefined),-1,-45,-1,-6,0,1.3,0,0.2,4,-5,-4
Cc1ccc(C)c(OCc2cc(C(=O)NC3CCOC(C)(C)C3)no2)c1 (centres undefined),-6,0,2,4,-2,1.2,5,-0.2,3,3,-5
CCOC(=O)c1[nH]c(COC(=O)c2ccccc2NC(=O)c2ccco2)c(C(=O)OCC)c1C,-12,-5,1,-2,-2,-1.4,5,-0.2,-2,7,-6
CCCCCC(=O)Nc1ccc(N2CCN(C(=O)CCC)CC2)cc1,-7,14,-1,-3,2,0.1,-4,0.7,-4,-1,-12
O=C(Nc1nnc(SCc2cccnc2)s1)C1CC(=O)N(c2ccccc2)C1 (centres undefined),-7,6,0,9,-4,-0.5,2,-2.0,-5,-1,-4
Cc1nc(-c2ccccn2)sc1C(=O)Nc1ccc(F)cc1F,-8,36,-1,-10,3,-1.3,-7,-1.2,0,-4,-8
O=C(COC(=O)CCC(=O)c1ccc(F)cc1)Nc1ccc2[nH]c(=O)[nH]c2c1,0,-16,0,-13,10,-3.3,-6,-0.1,5,8,6
Oc1oc(-c2ccccc2)nc1C=NCc1ccncc1,-6,.,-2,-2,-3,-1.1,-9,-1.8,-4,3,6
COc1ccc2c(c1)CCc1cn3nc(C)cc3nc1-2,8,.,-26,509,-7,6.0,0,-0.7,4,-7,-9
O=C(C1CCCN(S(=O)(=O)c2cccc3nonc23)C1)N1CCN(c2ccccc2)CC1 (centres undefined),3,24,3,-3,-3,2.7,6,-4.4,3,-2,-8
Cc1noc(NS(=O)(=O)c2ccc(NC(=O)CCCOc3ccc(Cl)cc3Cl)cc2)c1C,29,0,-2,-13,0,-2.6,4,-0.6,-2,-6,-3
COC(=O)C1=C(C(=O)OC)[C@@H]2N(C)c3ccccc3[C@@]23C[C@@H](CO)N(C(=O)NCCBr)C3=N1,15,-4,.,0,1,0.1,0,-0.4,-5,-6,-5
O=C(NCc1ccc(N2CCCC2=O)cc1)Nc1ccccc1,-7,-11,-1,3,-2,-2.1,-5,1.1,3,-1,4
Cc1ccccc1C(=O)Nc1ccccc1NC(=O)c1ccccc1C,17,31,-3,4,0,-2.5,-3,1.8,2,0,-5
O=c1[nH][nH]c2cc(=O)n(-c3ccc(Cl)cc3)nc12,0,-4,10,-28,-3,-3.7,.,2.4,4,-9,-2
COCc1cc(=O)[nH]c(=S)[nH]1,-13,-3,-1,5,-30,-0.2,-6,1.0,-1,2,-5
Cc1ccc(N2CCN(CCCCN3C(=O)C4CCCN4C3=O)CC2)cc1 (centres undefined),-17,-8,39,14,-4,1.2,1,-0.1,-5,-4,-1
O=C1C=C(c2ccc(-c3ccccc3)cc2)C[C@@H](c2ccc(Cl)cc2)C1,-8,-9,.,10,-29,-0.2,6,2.6,4,1,-10
CC(C)OCCCNC(=O)CNC(=O)c1cccs1,1,13,-1,-8,-5,1.5,-11,0.0,-3,-1,-4
COc1ccc(-c2nc(-c3cccnc3)no2)cc1OC,-11,-2,-1,27,-10,-2.7,-11,18,-1,9,-17
CCc1nnc(NC(=O)CSc2nnc(-c3cccnc3)n2CC)s1,-9,21,0,.,-3,-2.5,-21,-0.6,-5,4,-3
COC(=O)c1ccccc1NC(=O)CNc1cc(Cl)ccc1N1CCOCC1,4,-8,0,.,-5,-0.9,-1,-0.4,0,-4,-15
CCOC(=O)C1CCCN(C(=O)c2ccc(Cl)c(S(=O)(=O)N3CCCCC3)c2)C1 (centres undefined),2,18,-1,-2,-6,1.6,-3,-0.8,5,-1,-1
COC(C[C@H](O)C[C@@H](O)COCc1ccccc1)OC,-5,-25,.,.,1,-3.6,-1,1.1,-5,2,-7
COC(=O)/C(=C/c1cccnc1)NC(=O)c1ccccc1,-2,-36,2,280,6,0.4,-5,-0.3,-6,-3,8
CC(=O)SCCC(=O)Nc1ccccc1,-5,12,0,-11,3,0.5,-16,0.2,-3,2,6
COC(=O)C1CCN(CC(=O)NC(=O)Nc2ccccc2F)CC1,-4,-1,1,-12,-1,-1.8,1,0.9,-2,-7,0
CCc1ccc(/C=C2\SC(=S)N(CCCC(=O)Nc3nccs3)C2=O)cc1,-18,-2,-1,260,-14,-8.2,2,1.3,-5,4,6

# One compound at a time (already shown). Order of screens: PvdQ inh, PfHsp90 yeast 2, NSD2 HMT inh, SUMO Mot1 rescue, RTF Ca sens inh, CDK5 p35 inh, Rtt109 Vps75, LANA DNA inh, Keap1 Nrf2 FP, cardiac RTF act, dFosB activator
# Record of CC(C)OCCCNC(=O)CNC(=O)c1cccs1 → 1, 13, -1, -8, -5, 1.5, -11, 0.0, -3, -1, -4
# Record of CCOC(=O)C1CCCN(C(=O)c2ccc(Cl)c(S(=O)(=O)N3CCCCC3)c2)C1 (centres undefined) → 2, 18, -1, -2, -6, 1.6, -3, -0.8, 5, -1, -1
# Record of Cc1ccc(N2CCN(CCCCN3C(=O)C4CCCN4C3=O)CC2)cc1 (centres undefined) → -17, -8, 39, 14, -4, 1.2, 1, -0.1, -5, -4, -1
# Record of O=C(C1CCCN(S(=O)(=O)c2cccc3nonc23)C1)N1CCN(c2ccccc2)CC1 (centres undefined) → 3, 24, 3, -3, -3, 2.7, 6, -4.4, 3, -2, -8
# Record of CCc1nnc(NC(=O)CSc2nnc(-c3cccnc3)n2CC)s1 → -9, 21, 0, ., -3, -2.5, -21, -0.6, -5, 4, -3

# Further structures follow.
SMILES,PvdQ inh,PfHsp90 yeast 2,NSD2 HMT inh,SUMO Mot1 rescue,RTF Ca sens inh,CDK5 p35 inh,Rtt109 Vps75,LANA DNA inh,Keap1 Nrf2 FP,cardiac RTF act,dFosB activator
O=S(=O)(Nc1nc2ccc(S(=O)(=O)N3CCCC3)cc2s1)c1ccc(F)cc1,3,-54,1,-13,-5,-2.8,-6,-2.1,0,1,-14
O=C(NC(=S)NNC(=O)[C@H]1C[C@@H]1c1ccccc1)c1cccc(F)c1,-13,-1,2,-28,-6,2.6,-3,0.3,1,-1,-7
C[C@@H]1CN([C@@H](C)CO)C(=O)Cc2cc(NC(=O)Nc3cccc4ccccc34)ccc2O[C@@H]1CN(C)Cc1ccc(C(F)(F)F)cc1,-3,2,.,26,2,-1.1,2,0.4,-3,0,2
Clc1ccc(Cc2nnc(-c3cccs3)o2)cc1,6,-9,.,-21,-12,2.9,-7,-0.4,-2,0,-9
C[C@H](NC(=O)[C@H]1N2C(=O)c3ccccc3C2SC1(C)C)C(=O)NCc1ccncc1 (some centres undefined),-15,-19,4,5,-6,2.1,5,2.2,-6,6,-9
O=C(COC(=O)c1ccc([N+](=O)[O-])s1)NCc1ccccc1,-13,9,24,-3,-2,-1.0,2,1.1,-4,-5,-4
COC(=O)c1ccc(C(=O)NC2CCCN(Cc3ccc(Cl)cc3)C2)nc1 (centres undefined),-7,12,-3,-11,-3,-2.1,2,0.8,6,0,-3

# Sorted by molar mass (smallest number first): some entries from above.
SMILES,PvdQ inh,PfHsp90 yeast 2,NSD2 HMT inh,SUMO Mot1 rescue,RTF Ca sens inh,CDK5 p35 inh,Rtt109 Vps75,LANA DNA inh,Keap1 Nrf2 FP,cardiac RTF act,dFosB activator
COC(=O)c1ccc(C(=O)NC2CCCN(Cc3ccc(Cl)cc3)C2)nc1 (centres undefined),-7,12,-3,-11,-3,-2.1,2,0.8,6,0,-3
C[C@H](NC(=O)[C@H]1N2C(=O)c3ccccc3C2SC1(C)C)C(=O)NCc1ccncc1 (some centres undefined),-15,-19,4,5,-6,2.1,5,2.2,-6,6,-9
C[C@@H]1CN([C@@H](C)CO)C(=O)Cc2cc(NC(=O)Nc3cccc4ccccc34)ccc2O[C@@H]1CN(C)Cc1ccc(C(F)(F)F)cc1,-3,2,.,26,2,-1.1,2,0.4,-3,0,2
